Assay outcomes (PubChem)
Myeloid diff 2: induction of myeloid progenitor differentiation, primary screen, cell-based, flow cytometry, MLPCN library; hit rate 1% among 360,000; calls only at 10 µM; AID 624256, 2012; ER-HoxA9 myeloid progenitors, lysozyme-GFP differentiation;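 active = normalized GFP-positive differentiation at or above the plate's own cutoff, the solvent-only control mean plus 3 SD; inconclusive = no clear call, values can overlap the other calls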;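 also: cells exposed to compound for four days before flow analysis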
Myeloid diff 2 GFP+ MAC1+ %: further read-out of Myeloid diff 2, marked with its call; GFP+ MAC1+ double positive, %; measured here: differentiation confirmed by MAC1 staining
An asterisk follows results filed as active. Only part of the results is shown; count on the stated rates, not on these rows.

Screening COCCNC(=O)c1ccc(-c2ccc(OC)cc2C)c2ccoc12 returned Myeloid diff 2 inactive and Myeloid diff 2 GFP+ MAC1+ % 2.2.
`CC1(C(=O)NS(=O)(=O)c2cccc(F)c2)CCN1C(=O)CC1CCCC1` (centres undefined) gave Myeloid diff 2 inactive and Myeloid diff 2 GFP+ MAC1+ % 1.1.
`COc1ccccc1C(=O)OCC(=O)Nc1cccc(S(=O)(=O)N2CCCC2)c1` gave Myeloid diff 2 inactive and Myeloid diff 2 GFP+ MAC1+ % 0.9.
`CC(=O)c1ccc2c(c1)N(Cc1ccccc1)C(=O)C(C)S2` (centres undefined) gave Myeloid diff 2 inactive and Myeloid diff 2 GFP+ MAC1+ % 1.1.
For COc1ccc(-c2coc3c(C(=O)Nc4cccc(NS(C)(=O)=O)c4)cccc23)c(C)c1 the results were Myeloid diff 2 inactive and Myeloid diff 2 GFP+ MAC1+ % 1.3.
Screening O=C(Nc1ccc(F)c(Cl)c1)[C@@H]1O[C@H](CO)[C@H](O)[C@H](O)[C@H]1O returned Myeloid diff 2 inactive and Myeloid diff 2 GFP+ MAC1+ % 0.5.
CCCCN1C(=O)C(CC(=O)NCCCN(C)C)CC(C(=O)N(C(C)C)C(C)C)=C1C (centres undefined) was read as Myeloid diff 2 inactive and Myeloid diff 2 GFP+ MAC1+ % 1.7.
Screening CC(=O)N1CC2(CC(c3ccccc3C(F)(F)F)=NO2)CN1c1ccc(Cl)cc1 (centres undefined) returned Myeloid diff 2 inactive and Myeloid diff 2 GFP+ MAC1+ % 0.2.
O=C(Nc1ccc2c(c1)OCCO2)C1c2ccccc2OCC(=O)N1CCc1c[nH]c2ccccc12 (centres undefined) was read as Myeloid diff 2 inactive and Myeloid diff 2 GFP+ MAC1+ % 0.9.
CN1CCN(C(=O)OCCOCCOC(=O)N2CCN(C)CC2)CC1 was read as Myeloid diff 2 inactive and Myeloid diff 2 GFP+ MAC1+ % 0.5.
For CC(C)Cn1c(N)c(C(=O)CSc2nnc(C3CC3)n2C2CC2)c(=O)n(C)c1=O the results were Myeloid diff 2 inactive and Myeloid diff 2 GFP+ MAC1+ % 0.9.
COc1ccc(NC(=O)c2ccc(-c3ccc(F)cc3)o2)cc1OC was read as Myeloid diff 2 inactive and Myeloid diff 2 GFP+ MAC1+ % 0.5.
Screening COc1ccc(CN(C)C(=O)Cn2cnc(C(=O)Nc3ccc(C)c(C)c3)n2)cc1OC returned Myeloid diff 2 inactive and Myeloid diff 2 GFP+ MAC1+ % 0.1.
For CC(=O)c1ccc(-c2cnc3c(NC=O)cc(-c4cnn(C)c4)cn23)cc1 the results were Myeloid diff 2 inconclusive.
Screening Cc1cn([C@H]2C[C@H](O)[C@@H](CNC(=O)c3ccccn3)O2)c(=O)[nH]c1=O returned Myeloid diff 2 inactive and Myeloid diff 2 GFP+ MAC1+ % 0.5.
COc1ccc(C(N)c2csc(Nc3ccc(C(=O)NCCCO)cn3)n2)cc1 (centres undefined) was read as Myeloid diff 2 inactive and Myeloid diff 2 GFP+ MAC1+ % 0.6.
`CC(=O)Oc1ccc(Cn2c(C)c(C(=O)NCc3ccc4c(c3)OCCO4)sc2=O)cc1` gave Myeloid diff 2 inactive and Myeloid diff 2 GFP+ MAC1+ % 4.0.
For Cc1ccc([C@H]2C[C@@H](O)[C@H](n3cc(-c4ccc(F)cc4)nn3)CN2Cc2cccs2)cc1 the results were Myeloid diff 2 inactive and Myeloid diff 2 GFP+ MAC1+ % 1.0.
`O=C(CNc1ccc(C(F)(F)F)cc1)Nc1cccc(S(=O)(=O)N2CCCCC2)c1` gave Myeloid diff 2 inactive and Myeloid diff 2 GFP+ MAC1+ % 1.8.
For CC(C)(C)NC(=O)C(C1CC1)n1c(=O)c(-c2ccco2)nc2ccccc21 (centres undefined) the results were Myeloid diff 2 inactive and Myeloid diff 2 GFP+ MAC1+ % 2.8.
Screening O=C(Nc1ccccc1N1CCOCC1)[C@@H]1O[C@H](CO)[C@H](O)[C@H](O)[C@H]1O returned Myeloid diff 2 inactive and Myeloid diff 2 GFP+ MAC1+ % 1.2.
`O=C(COC(=O)c1cc(F)c(F)cc1Cl)NC1CCCCCC1` gave Myeloid diff 2 inactive and Myeloid diff 2 GFP+ MAC1+ % 1.3.
`COC(=O)C[C@@H]1CC[C@@H](NC(=O)c2ccccc2F)[C@@H](CO)O1` gave Myeloid diff 2 inactive and Myeloid diff 2 GFP+ MAC1+ % 2.5.
CCN(CC)CCn1c2c(c(SCC(=O)Nc3cccc(C(C)=O)c3)nc1=O)CCCC2 was read as Myeloid diff 2 inactive and Myeloid diff 2 GFP+ MAC1+ % 0.2.
For C#CCNC(=O)C[C@@H]1C[C@@]2(C(=O)OCC)CCCC=C2N(CCCCCCCC)C1=O the results were Myeloid diff 2 inactive and Myeloid diff 2 GFP+ MAC1+ % 1.3.
Screening Cc1ccc(C)c(N2CCN(C(=O)CCc3nc(-c4ccccc4C(F)(F)F)no3)CC2)c1 returned Myeloid diff 2 inactive and Myeloid diff 2 GFP+ MAC1+ % 0.3.
For O=C(O)C1CCCCN1C(=O)c1ccc(S(=O)(=O)N2CCCC2)cc1 (centres undefined) the results were Myeloid diff 2 inactive and Myeloid diff 2 GFP+ MAC1+ % 0.5.
`Cn1cc(S(=O)(=O)NC[C@H]2O[C@@H](n3cnc4c(N)ncnc43)[C@H](O)[C@@H]2O)cn1` gave Myeloid diff 2 active and Myeloid diff 2 GFP+ MAC1+ % 2.9*.
`COc1cccc(-c2cnc3c(NC=O)cc(-c4cccc(C(=O)N(C)C)c4)cn23)c1` gave Myeloid diff 2 inactive and Myeloid diff 2 GFP+ MAC1+ % 1.5.
For Cc1onc(-c2c(F)cccc2Cl)c1C(=O)NCc1ccc(S(N)(=O)=O)cc1 the results were Myeloid diff 2 inactive and Myeloid diff 2 GFP+ MAC1+ % 0.4.

As a short view, 14 of the compounds above:
`CC(=O)Oc1ccc(Cn2c(C)c(C(=O)NCc3ccc4c(c3)OCCO4)sc2=O)cc1` gave Myeloid diff 2 inactive and Myeloid diff 2 GFP+ MAC1+ % 4.0.
For Cc1ccc([C@H]2C[C@@H](O)[C@H](n3cc(-c4ccc(F)cc4)nn3)CN2Cc2cccs2)cc1 the results were Myeloid diff 2 inactive and Myeloid diff 2 GFP+ MAC1+ % 1.0.
`O=C(CNc1ccc(C(F)(F)F)cc1)Nc1cccc(S(=O)(=O)N2CCCCC2)c1` gave Myeloid diff 2 inactive and Myeloid diff 2 GFP+ MAC1+ % 1.8.
For CC(C)(C)NC(=O)C(C1CC1)n1c(=O)c(-c2ccco2)nc2ccccc21 (centres undefined) the results were Myeloid diff 2 inactive and Myeloid diff 2 GFP+ MAC1+ % 2.8.
Screening O=C(Nc1ccccc1N1CCOCC1)[C@@H]1O[C@H](CO)[C@H](O)[C@H](O)[C@H]1O returned Myeloid diff 2 inactive and Myeloid diff 2 GFP+ MAC1+ % 1.2.
`O=C(COC(=O)c1cc(F)c(F)cc1Cl)NC1CCCCCC1` gave Myeloid diff 2 inactive and Myeloid diff 2 GFP+ MAC1+ % 1.3.
`COC(=O)C[C@@H]1CC[C@@H](NC(=O)c2ccccc2F)[C@@H](CO)O1` gave Myeloid diff 2 inactive and Myeloid diff 2 GFP+ MAC1+ % 2.5.
CCN(CC)CCn1c2c(c(SCC(=O)Nc3cccc(C(C)=O)c3)nc1=O)CCCC2 was read as Myeloid diff 2 inactive and Myeloid diff 2 GFP+ MAC1+ % 0.2.
For C#CCNC(=O)C[C@@H]1C[C@@]2(C(=O)OCC)CCCC=C2N(CCCCCCCC)C1=O the results were Myeloid diff 2 inactive and Myeloid diff 2 GFP+ MAC1+ % 1.3.
Screening Cc1ccc(C)c(N2CCN(C(=O)CCc3nc(-c4ccccc4C(F)(F)F)no3)CC2)c1 returned Myeloid diff 2 inactive and Myeloid diff 2 GFP+ MAC1+ % 0.3.
For O=C(O)C1CCCCN1C(=O)c1ccc(S(=O)(=O)N2CCCC2)cc1 (centres undefined) the results were Myeloid diff 2 inactive and Myeloid diff 2 GFP+ MAC1+ % 0.5.
`Cn1cc(S(=O)(=O)NC[C@H]2O[C@@H](n3cnc4c(N)ncnc43)[C@H](O)[C@@H]2O)cn1` gave Myeloid diff 2 active and Myeloid diff 2 GFP+ MAC1+ % 2.9*.
`COc1cccc(-c2cnc3c(NC=O)cc(-c4cccc(C(=O)N(C)C)c4)cn23)c1` gave Myeloid diff 2 inactive and Myeloid diff 2 GFP+ MAC1+ % 1.5.
For Cc1onc(-c2c(F)cccc2Cl)c1C(=O)NCc1ccc(S(N)(=O)=O)cc1 the results were Myeloid diff 2 inactive and Myeloid diff 2 GFP+ MAC1+ % 0.4.

Going on with the list:
Screening CCOC(=O)[C@]12CCCC=C1N(Cc1cccc3ccccc13)C(=O)[C@H](CC(=O)N1CCN(C(=O)c3ccco3)CC1)C2 returned Myeloid diff 2 inactive and Myeloid diff 2 GFP+ MAC1+ % 0.7.
Screening CCc1nnc(NC(=O)c2ccco2)s1 returned Myeloid diff 2 inactive and Myeloid diff 2 GFP+ MAC1+ % 0.4.
CC(C)(C)OC(=O)N(CCc1ccccc1)Cc1ccccc1OCc1cccc(NC(=O)C2CC2)c1 was read as Myeloid diff 2 active and Myeloid diff 2 GFP+ MAC1+ % 1.3*.
`COc1ccc(-c2cnc3c(c2)C(=O)N([C@H](C)CO)C[C@@H](C)[C@@H](CN(C)C(=O)NC2CCCC2)O3)cc1` gave Myeloid diff 2 inactive and Myeloid diff 2 GFP+ MAC1+ % 0.7.
For CCOc1ccc2nc3cc(N=Nc4ccc(N)nc4N)ccc3c(N)c2c1 the results were Myeloid diff 2 inactive and Myeloid diff 2 GFP+ MAC1+ % 5.8.
CN(C(=O)c1ccc(NC(=O)Cc2ccc(NC(=O)C3CCCN(C(=O)C4CCCCC4)C3)cc2)cc1)C1CCCC1 (centres undefined) was read as Myeloid diff 2 inactive and Myeloid diff 2 GFP+ MAC1+ % 1.2.
CCCCCN(C(=O)CCC(=O)OC(C)C(=O)Nc1ccccc1C)c1c(N)n(CCCC)c(=O)[nH]c1=O (centres undefined) was read as Myeloid diff 2 inactive and Myeloid diff 2 GFP+ MAC1+ % 1.3.
Screening COc1cccc(OC)c1C(=O)N1CCN(Cc2ccccc2F)CC1 returned Myeloid diff 2 inactive and Myeloid diff 2 GFP+ MAC1+ % 0.4.
`O=C1NC[C@H](Cc2ccccc2)N(C[C@@H]2CCCN2C[C@H](Cc2ccc(O)cc2)N2C[C@H](Cc3ccc(O)cc3)N(CC3CCCCC3)C(=O)C2=O)C1=O` gave Myeloid diff 2 inactive and Myeloid diff 2 GFP+ MAC1+ % 1.7.
`OC[C@H]1O[C@@](CO)(O[C@H]2O[C@H](CO)[C@@H](O)[C@H](O)[C@H]2O)[C@@H](O[C@H]2O[C@H](CO)[C@@H](O)[C@H](O)[C@H]2O)[C@@H]1O` gave Myeloid diff 2 inactive and Myeloid diff 2 GFP+ MAC1+ % 2.5.
CCN(Cc1ccccc1)c1cc2c(c3c1ccn3C)C1CCC2C1 (centres undefined) was read as Myeloid diff 2 inactive and Myeloid diff 2 GFP+ MAC1+ % 0.9.
Screening C[C@@H]1CN([C@@H](C)CO)C(=O)CCCn2nncc2CO[C@@H]1CN(C)C(=O)Nc1ccnc(N2CCOCC2)c1 returned Myeloid diff 2 inactive and Myeloid diff 2 GFP+ MAC1+ % 0.5.
`O=C(NCc1cccs1)c1ccc2sc([C@@H]3O[C@H](CO)[C@H](O)[C@H](O)[C@H]3O)nc2c1` gave Myeloid diff 2 inactive and Myeloid diff 2 GFP+ MAC1+ % 0.8.
Screening O=C(NOCc1ccccc1)OCc1ccccc1 returned Myeloid diff 2 inactive and Myeloid diff 2 GFP+ MAC1+ % 4.1.
For CCc1nc2ccc(C(=O)N3CCN(C(=O)c4ccco4)CC3)cn2c1N(C)Cc1nccs1 the results were Myeloid diff 2 inactive and Myeloid diff 2 GFP+ MAC1+ % 0.6.

The closing 2 entries of the section before open the next one:
Screening O=C(NOCc1ccccc1)OCc1ccccc1 returned Myeloid diff 2 inactive and Myeloid diff 2 GFP+ MAC1+ % 4.1.
For CCc1nc2ccc(C(=O)N3CCN(C(=O)c4ccco4)CC3)cn2c1N(C)Cc1nccs1 the results were Myeloid diff 2 inactive and Myeloid diff 2 GFP+ MAC1+ % 0.6.
`COc1cccc(C(C(=O)NC2CCCC2)N2CCN(c3cc(C)ccc3C)CC2)c1OC` (centres undefined) gave Myeloid diff 2 inactive and Myeloid diff 2 GFP+ MAC1+ % 3.3.
`CCCCCCCCN1C(=O)[C@H](CC(=O)NCc2ccc(C)o2)C[C@@]2(C(=O)OC)CCCCC=C12` gave Myeloid diff 2 inactive and Myeloid diff 2 GFP+ MAC1+ % 0.0.
Screening COC(=O)[C@]12CCCCC=C1N(CCC1=CCCCC1)C(=O)[C@H](CC(=O)N1CCCCC1)C2 returned Myeloid diff 2 inactive and Myeloid diff 2 GFP+ MAC1+ % 0.7.
COC(=O)C[C@@H]1C[C@@H]2c3cc(NS(=O)(=O)c4ccccc4)ccc3O[C@@H]2[C@@H](CO)O1 was read as Myeloid diff 2 inactive and Myeloid diff 2 GFP+ MAC1+ % 0.3.
Screening COC(=O)[C@H](C(C)C)N(Cc1ccccc1)S(=O)(=O)CCN1CCCC1 returned Myeloid diff 2 inactive and Myeloid diff 2 GFP+ MAC1+ % 0.4.
Screening C=CCn1c(C)nnc1SCC(=O)c1c(N)n(C2CC2)c(=O)[nH]c1=O returned Myeloid diff 2 inactive and Myeloid diff 2 GFP+ MAC1+ % 0.1.
`COc1ccccc1Cc1c(-c2ccc(C#N)cc2)nc2ccc(Br)cn12` gave Myeloid diff 2 inactive and Myeloid diff 2 GFP+ MAC1+ % 1.1.
Screening O=C(NCC1CC1)c1ccc2nc([C@@H]3O[C@H](CO)[C@H](O)[C@H](O)[C@H]3O)[nH]c2c1 returned Myeloid diff 2 inactive and Myeloid diff 2 GFP+ MAC1+ % 0.7.
CCCCn1nnnc1C(c1cc2ccccc2o1)N1CCN(CC(=O)NC(C)C)CC1 (centres undefined) was read as Myeloid diff 2 inactive and Myeloid diff 2 GFP+ MAC1+ % 1.6.
Screening COc1ccc(C(=O)N(C)[C@H]2C[C@H]3c4[nH]c5ccccc5c4CCN3C[C@H]2[C@H](C)O)cc1 returned Myeloid diff 2 inactive and Myeloid diff 2 GFP+ MAC1+ % 0.8.
